Source: PubChem BioAssay
Mm-Cpn inhibitor: inhibitors of Methanococcus maripaludis chaperonin (MmCpn). AID 504842. hit rate 0.031% among 330,000. purified Mm-Cpn ATPase, ADP Transcreener TR-FRET. Potency, µM (highest dose often 76.9 µM), without a hit: top-dose activity, negative = inhibition, actives largely listed as inhibitors; note: potency is the fitted concentration of half-maximal effect; % is set by controls: 0 for no effect and ±100 for the full control effect; nearly all actives have a fitted effect of over 80% in size
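ATPase read-out: TR-FRET ADP immunoassay (anti-ADP Eu cryptate vs ADP-d2), ex 320 nm, em 590/665 nm; signal drops as ADP forms. Enzyme 25 nM, ATP 10 uM, 30 min at 37°C after 10 min compound preincubation.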
Nrf2 inh: blocks Nrf2 signaling | AID 504444 | Potency, µM (doses to about 46 µM), inactives show at the top dose activity change, negative = inhibition, usual class: inhibitors | A549 ARE-Fluc reporter, luciferase luminescence, 18-24 h | hit rate 2.1% among 360,000; note: potency is the fitted concentration of half-maximal effect; % is set by controls: 0 for no effect and ±100 for the full control effect; nearly all actives have a fitted effect of over 60% in size
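A549 ARE_Fluc cells, 5000/well, 5% FBS OPTI-MEM; compounds in dose-response, 18-24 h at 37 °C/5% CO2; CellTiter-Fluor viability read (Ex 405/Em 525), then BugLite luciferase luminescence = Nrf2 activity.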
Nrf2 ARE act: Nrf2 pathway activation; AREc32 ARE-luciferase reporter (MCF7-derived line), luminescence, 24 h; Potency, µM (highest dose often 46.1 µM), inactives show at the highest dose activation, most hits filed as activators; hit rate 0.31% among 410,000; note: potency is the fitted concentration of half-maximal effect; % of control where 0% means no effect; nearly all actives have a fitted effect of over 65% in size
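Each well held 1000 AREc32 cells, which were incubated with compound for 24 hr at 37 deg C after overnight attachment, and ARE reporter activity was quantified by firefly luciferase luminescence.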
Akt phos inh: blocks phosphorylation of Akt. AID 651550. hit rate 0.32% among 360,000. activity change, % for hits at 50 µM. Neuro2A IGF-stimulated pAkt S473 HTRF, 20 min; active compounds read low; in the data active = activity change below about -80%; inconclusive = mostly about -51% to -80%; note: % is set by controls: 0 for no effect and ±100 for the full control effect
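Neuro2A cells (4,500/well, DMEM with 0.5% FBS) were treated with compound at a single 50 µM final concentration, stimulated with 6 nM IGF for 20 min at 37 °C, and lysed. Phospho-Akt Ser473 was read by HTRF as 665/615 ratio ×10^4.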
A549 tox: counter-screen for Nrf2 inhibitors: cytotoxicity in A549 cells; A549 ARE-Fluc cells, CellTiter-Fluor viability, 18-24 h; Potency, µM (top dose mostly 46 µM), for inactives: top-dose activity change, negative = cytotoxicity, most hits filed as inhibitors; hit rate 0.16% among 390,000; AID 504648; note: potency is the fitted concentration of half-maximal effect; % is set by controls: 0 for no effect and ±100 for the full control effect
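Cytotoxicity counterscreen: CellTiter-Fluor fluorescence was measured in A549 ARE_Fluc cells after 18-24 h of compound exposure in a concentration series. The subsequent BugLite luminescent read reports ARE-luciferase activity.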
S2 tox: reduces viability in counter-screen for ATXN expression inhibitors; AID 651635; hit rate 0.49% among 400,000; Potency, µM (top dose mostly 56.7 µM), actives largely listed as cytotoxic; S2 cells (HEK-293 line with an ATXN2-luciferase reporter) viability, CellTiter-Fluor protease fluorescence, 24 h; note: potency is the fitted concentration of half-maximal effect; nearly all actives have a fitted effect of over 40% in size
HepG2 viability: counter-screen for TGF-b inhibitors: cytotoxicity in HepG2 cells | HepG2 CAGA-GFP viability, ATP luminescence, 18 h | Potency, µM (doses to about 46.1 µM), for the others: top-dose activity change, negative = cytotoxicity, usual class: cytotoxic | hit rate 0.76% among 410,000 | AID 588856; note: potency is the fitted concentration of half-maximal effect; some results filed as inactive show a strong effect at the top dose
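HepG2 CAGA-GFP cells (1000/well, DMEM with 1% FBS) received compound, then TGF-beta at 500 pg/mL final, and were incubated 18 hours at 37 degrees C. Viability was read by CellTiter-Glo luminescence. Media-only wells were set as complete cell-killing and DMSO as no toxicity.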
CCT chaperon mod: changes cytosolic chaperonin activity | purified chaperonin ATPase assay, HTRF ADP detection, 30 min | activity change, % (test concentration not listed), hits read low | hit rate 0.3% among 360,000 | AID 651819; in the data active = activity change below about -30%; note: % is set by controls: 0 for no effect and ±100 for the full control effect
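TRiC at 40 or 20 nM final (batch-dependent) in 30 mM Tris pH 7.4, 100 mM KCl, 5 mM MgCl2, 1 mM DTT, with compound at single 76 uM and 10 uM ATP, 30 min at 37 deg C. ADP detected by HTRF Transcreener, 665/615 ratio.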
TGFb inhibitor: TGF-b pathway inhibition; Potency, µM (doses to about 46.1 µM), for the others: at the highest dose activity, negative = inhibition, actives largely listed as inhibitors; hit rate 1.2% among 410,000; HepG2 CAGA-GFP TGF-b/SMAD3 reporter, GFP fluorescence, 18 h; TGF-beta stimulated, 500 pg/mL final; AID 588855; note: potency is the fitted concentration of half-maximal effect; % is set by controls: 0 for no effect and ±100 for the full control effect; nearly all actives have a fitted effect of over 65% in size
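TGF-beta reporter screen: HEPG2 CAGA-GFP, 1% FBS, 500 pg/mL TGF-beta final, 18 h; per-cell GFP summed per well; curves fitted and categorized by class.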
Starred values were filed as active, the others as inactive. Unless noted, calls come from the whole dose curve; as a rule, active = well fitted curve in the direction sought with a large enough effect; inconclusive = small, poorly fitted or top-dose-only effect, or another doubt; inactive = no such curve, though single readings can be large; an effect the other way counts as inactive or inconclusive. No enrichment for hits; overall some 4.4% were active at least once.

For COC(=O)Cn1c(C)nc(=O)c(-c2ccccc2)c1C the results were Mm-Cpn inhibitor 2%, Nrf2 inh 4%, Nrf2 ARE act 0.1%, Akt phos inh inactive, A549 tox 2%, S2 tox inactive, HepG2 viability -3%, CCT chaperon mod 1.3 and TGFb inhibitor -2%.
For c1ccc(-c2ccccc2OCCCN2CCCCCC2)cc1 the results were Mm-Cpn inhibitor 0%, Nrf2 inh 0%, Nrf2 ARE act 0.3%, Akt phos inh inactive, A549 tox -2%, S2 tox inconclusive, HepG2 viability -19%, CCT chaperon mod -2.4 and TGFb inhibitor -13%.
Screening CCC(C)c1ccc(NC(=O)c2c([N+](=O)[O-])cnn2CC)cc1 (stereo unspecified) returned Mm-Cpn inhibitor 2%, Nrf2 inh 6%, Nrf2 ARE act 3.3%, Akt phos inh inactive, A549 tox -1%, S2 tox inactive, HepG2 viability -5%, CCT chaperon mod 1.2 and TGFb inhibitor inconclusive.
Screening Cc1cc(C)c(C(=O)Nc2ccc(S(=O)(=O)Nc3onc(C)c3C)cc2)c(C)c1 returned Mm-Cpn inhibitor -1%, Nrf2 inh 3%, Nrf2 ARE act -0.1%, Akt phos inh inactive, A549 tox 0%, S2 tox inactive, HepG2 viability 2%, CCT chaperon mod 1.7 and TGFb inhibitor -27%.
Screening CCc1cc(=O)oc2cc(OCC(=O)NCc3ccccn3)ccc12 returned Mm-Cpn inhibitor -6%, Nrf2 inh -9%, Nrf2 ARE act -0.2%, Akt phos inh inactive, A549 tox -6%, S2 tox inactive, HepG2 viability 4%, CCT chaperon mod -0.3 and TGFb inhibitor 6%.
Screening Cc1cc(C(=O)OCC(=O)NCc2ccccc2)c2ccccc2n1 returned Mm-Cpn inhibitor 0%, Nrf2 inh 2%, Nrf2 ARE act -0.6%, Akt phos inh inactive, A549 tox -1%, S2 tox inactive, HepG2 viability -11%, CCT chaperon mod -1.6 and TGFb inhibitor -3%.
O=C(CCCCCNC(=O)N1CCn2c1nc1ccccc12)NCc1ccc(Cl)cc1 was read as Mm-Cpn inhibitor 1%, Nrf2 inh 16%, Nrf2 ARE act 0.2%, Akt phos inh inactive, A549 tox 3%, S2 tox inactive, HepG2 viability -16%, CCT chaperon mod -4.3 and TGFb inhibitor -24%.
NC(=O)c1c(NC(=O)c2ccc(F)cc2Cl)sc2c1CCC2 was read as Mm-Cpn inhibitor -1%, Nrf2 inh inconclusive, Nrf2 ARE act 8.4%, Akt phos inh inactive, A549 tox -12%, S2 tox inactive, HepG2 viability -42%, CCT chaperon mod -8.4 and TGFb inhibitor inconclusive.
Screening Cc1ccccc1Nc1cc(=O)oc2ccccc12 returned Mm-Cpn inhibitor -12%, Nrf2 inh 1%, Nrf2 ARE act 0.0%, Akt phos inh inactive, A549 tox -9%, S2 tox inactive, HepG2 viability -37%, CCT chaperon mod -2.3 and TGFb inhibitor -3%.
Cc1cccc(N2CCN(CC(O)COCc3cccs3)CC2)c1C (stereo unspecified) was read as Mm-Cpn inhibitor 0%, Nrf2 inh -1%, Nrf2 ARE act 0.1%, Akt phos inh inactive, A549 tox -1%, S2 tox inactive, HepG2 viability 14%, CCT chaperon mod -3.0 and TGFb inhibitor 16%.
Screening COc1ccc(CN2C(=O)c3cccnc3C2=O)cc1S(=O)(=O)N1CCCC(C)C1 (stereo unspecified) returned Mm-Cpn inhibitor inconclusive, Nrf2 inh 19%, Nrf2 ARE act -0.6%, Akt phos inh inactive, A549 tox 5%, S2 tox inactive, HepG2 viability 1%, CCT chaperon mod -1.9 and TGFb inhibitor 0%.
Screening CCN(CC)CCCN=C(C)C1=C(O)c2ccccc2C1=O returned Mm-Cpn inhibitor 0%, Nrf2 inh 4%, Nrf2 ARE act -1.2%, Akt phos inh inactive, A549 tox -6%, S2 tox inactive, HepG2 viability -20%, CCT chaperon mod 0.6 and TGFb inhibitor 4%.
`Cc1[nH]c2ccccc2c1C(C[N+](=O)[O-])c1cccc(O)c1` (stereo unspecified) gave Mm-Cpn inhibitor 1%, Nrf2 inh 8%, Nrf2 ARE act 2.9%, Akt phos inh inactive, A549 tox 1%, S2 tox inactive, HepG2 viability -1%, CCT chaperon mod 2.0 and TGFb inhibitor inconclusive.
`COc1ccc(C(O)P(=O)(OCc2ccccc2)c2ccc(N(C)C)cc2)cc1` (stereo unspecified) gave Mm-Cpn inhibitor 0%, Nrf2 inh -17%, Nrf2 ARE act 0.3%, Akt phos inh inactive, A549 tox -2%, S2 tox inactive, HepG2 viability 7%, CCT chaperon mod -0.9 and TGFb inhibitor -4%.
For Cc1cc(NC(=O)c2cccnc2)cc(-c2nc3cc(Cl)ccc3o2)c1O the results were Nrf2 inh 17%, Nrf2 ARE act -0.3%, A549 tox 6%, S2 tox inactive, HepG2 viability -12% and TGFb inhibitor 11%.
For CC(C)(C)NC(=O)C[C@H]1C[C@H](C(=O)N2CCOCC2)[C@@]2(C)c3[nH]c4ccc(Cl)cc4c3CCN2C1=O the results were Mm-Cpn inhibitor 0%, Nrf2 inh -4%, Nrf2 ARE act 3.3%, Akt phos inh inactive, A549 tox -3%, S2 tox inactive, HepG2 viability 2%, CCT chaperon mod 1.2 and TGFb inhibitor -25%.
Cc1ccccc1CN1[C@@H](Cc2ccccc2)COCCS1(=O)=O was read as Nrf2 inh 5%, Nrf2 ARE act 1.0%, Akt phos inh inactive, A549 tox -4%, S2 tox inactive, HepG2 viability 6%, CCT chaperon mod 0.3 and TGFb inhibitor inconclusive.
`O=C(CCn1c(=S)[nH]c2ccccc2c1=O)N1CCCCC1` gave Mm-Cpn inhibitor -2%, Nrf2 inh -13%, Nrf2 ARE act 1.9%, Akt phos inh inactive, A549 tox 4%, S2 tox inactive, HepG2 viability -28%, CCT chaperon mod -2.7 and TGFb inhibitor 3%.
For Cc1ccc(-c2nnc(N(C)C(=O)c3cccnc3)s2)cc1 the results were Mm-Cpn inhibitor -11%, Nrf2 inh 18%, Nrf2 ARE act -0.8%, Akt phos inh inactive, A549 tox -8%, S2 tox inactive, HepG2 viability -16%, CCT chaperon mod -1.7 and TGFb inhibitor -5%.
Screening O=c1c2[nH]c3ccc(F)cc3c2nc2n1CCCS2 returned Mm-Cpn inhibitor 2%, Nrf2 inh 2%, Nrf2 ARE act 2.2%, Akt phos inh inactive, A549 tox 1%, S2 tox inactive, HepG2 viability -8%, CCT chaperon mod -2.5 and TGFb inhibitor 4%.
`O=C(NCc1ccc2c(c1)OCO2)C1CCN(Cc2cnn(-c3ccccc3)c2-n2cccc2)CC1` gave Nrf2 inh 10%, Nrf2 ARE act 3.5%, Akt phos inh inactive, A549 tox -8%, S2 tox inactive, HepG2 viability -3%, CCT chaperon mod -3.6 and TGFb inhibitor -1%.
COc1ccc(/C=C2\Oc3cc(OC(=O)N4CCOCC4)ccc3C2=O)cc1 was read as Mm-Cpn inhibitor -4%, Nrf2 inh -24%, Nrf2 ARE act 0.0%, Akt phos inh inactive, A549 tox -11%, S2 tox inactive, HepG2 viability 9%, CCT chaperon mod -3.1 and TGFb inhibitor 9%.
COc1ccc(Cl)cc1C(=O)Nc1c2c(nn1-c1ccc(Cl)cc1)CS(=O)(=O)C2 was read as Nrf2 ARE act -1.1%, A549 tox 7%, S2 tox inactive, HepG2 viability 2% and TGFb inhibitor 5%.
CC(=O)c1ccc(N2C(=O)N(CC(=O)c3ccc(C)cc3)c3ccccc3S2(=O)=O)cc1 was read as Nrf2 ARE act 0.1%, A549 tox 2%, S2 tox inactive, HepG2 viability -14% and TGFb inhibitor -5%.
Screening O=C(O)/C=C/c1cn(-c2ccccc2)nc1-c1ccccc1 returned Mm-Cpn inhibitor 0%, Nrf2 inh 5%, Nrf2 ARE act -0.1%, Akt phos inh inactive, A549 tox -4%, S2 tox inconclusive, HepG2 viability 9%, CCT chaperon mod -0.5 and TGFb inhibitor 3%.
O=C(CSc1nnnn1C1CCCC1)N1CCN(C(=O)c2ccco2)CC1 was read as Mm-Cpn inhibitor 1%, Nrf2 inh 9%, Nrf2 ARE act 0.2%, Akt phos inh inactive, A549 tox -18%, S2 tox inactive, HepG2 viability -2%, CCT chaperon mod -3.4 and TGFb inhibitor 1%.
Screening COc1ccc(-c2nc3ccccc3n3c(-c4cccc(C)c4)c4c(=O)n(C)c(=O)n(C)c4c23)cc1OC returned Nrf2 inh -12%, Nrf2 ARE act -0.1%, A549 tox -10%, S2 tox inactive, HepG2 viability -1% and TGFb inhibitor -17%.
Screening CCOC(=O)c1cc(-c2ccccc2)n(CCC(=O)NC2CCCCC2)c1C returned Nrf2 ARE act -0.2%, A549 tox 15%, HepG2 viability -3% and TGFb inhibitor -7%.
For COCCSc1nnc(NC(=O)c2ccco2)s1 the results were Mm-Cpn inhibitor 0%, Nrf2 inh inconclusive, Nrf2 ARE act 2.7%, Akt phos inh inactive, A549 tox -7%, S2 tox inactive, HepG2 viability 5%, CCT chaperon mod 0.5 and TGFb inhibitor -6%.

Not a retest: entries from further up.
O=C(CSc1nnnn1C1CCCC1)N1CCN(C(=O)c2ccco2)CC1 was read as Mm-Cpn inhibitor 1%, Nrf2 inh 9%, Nrf2 ARE act 0.2%, Akt phos inh inactive, A549 tox -18%, S2 tox inactive, HepG2 viability -2%, CCT chaperon mod -3.4 and TGFb inhibitor 1%.
Screening COc1ccc(-c2nc3ccccc3n3c(-c4cccc(C)c4)c4c(=O)n(C)c(=O)n(C)c4c23)cc1OC returned Nrf2 inh -12%, Nrf2 ARE act -0.1%, A549 tox -10%, S2 tox inactive, HepG2 viability -1% and TGFb inhibitor -17%.
